Source: PubChem (National Center for Advancing Translational Sciences (NCATS))
N370S GC mod = qHTS Assay for Inhibitors and Activators of N370S glucocerebrosidase as a Potential Chaperone Treatment of Gaucher Disease; AID 2101, 2009; Potency, µM (highest dose often 59.4 µM), for the others: at the top dose activity change, negative = inhibition, hits mostly inhibitors; 330,000 tested, 0.092% active; N370S GC spleen homogenate, 4MU-glucoside fluorescence;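 further: 0% = full enzyme activity and -100% = no enzyme basal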
FEN1 inh = qHTS Assay for the Inhibitors of Human Flap endonuclease 1 (FEN1) | AID 588795, 2011 | Potency, µM (top dose mostly 114 µM), without a hit: top-dose activity change, negative = inhibition, hits mostly inhibitors | Recombinant FEN1 flap cleavage, fluorescence, 15 min | P39748 | 390,000 tested, 0.35% active; further: nearly all actives have a fitted effect of over 65% in size
Target sequence (P39748 whole entry, looked up): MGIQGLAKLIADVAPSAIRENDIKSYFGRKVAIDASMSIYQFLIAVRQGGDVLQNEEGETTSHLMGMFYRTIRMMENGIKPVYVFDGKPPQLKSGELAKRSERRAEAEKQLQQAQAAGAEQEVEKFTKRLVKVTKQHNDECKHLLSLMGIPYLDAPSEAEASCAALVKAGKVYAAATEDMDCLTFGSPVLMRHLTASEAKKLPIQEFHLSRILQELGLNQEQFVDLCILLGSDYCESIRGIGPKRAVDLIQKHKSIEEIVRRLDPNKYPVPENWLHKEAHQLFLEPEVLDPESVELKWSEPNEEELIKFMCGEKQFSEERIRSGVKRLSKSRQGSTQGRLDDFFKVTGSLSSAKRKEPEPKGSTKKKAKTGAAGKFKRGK
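In this screen, 50 nM flap DNA substrate was added to 10 nM FEN1 pretreated with compound for 15 min at room temperature; cleavage was followed with reads at 0 and 15 min, and Hill fitting gave concentration–response parameters.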
TDP1 inh = qHTS Assay for Inhibitors of Tyrosyl-DNA Phosphodiesterase (TDP1). Potency, µM (top dose mostly 130 µM), for inactives: top-dose activity change, negative = inhibition, most hits filed as inhibitors. recombinant TDP1, AlphaScreen DNA substrate cleavage. 350,000 tested, 0.28% active; further: nearly all actives have a fitted effect of over 40% in size
Target sequence (Q9NUW8 whole entry, looked up): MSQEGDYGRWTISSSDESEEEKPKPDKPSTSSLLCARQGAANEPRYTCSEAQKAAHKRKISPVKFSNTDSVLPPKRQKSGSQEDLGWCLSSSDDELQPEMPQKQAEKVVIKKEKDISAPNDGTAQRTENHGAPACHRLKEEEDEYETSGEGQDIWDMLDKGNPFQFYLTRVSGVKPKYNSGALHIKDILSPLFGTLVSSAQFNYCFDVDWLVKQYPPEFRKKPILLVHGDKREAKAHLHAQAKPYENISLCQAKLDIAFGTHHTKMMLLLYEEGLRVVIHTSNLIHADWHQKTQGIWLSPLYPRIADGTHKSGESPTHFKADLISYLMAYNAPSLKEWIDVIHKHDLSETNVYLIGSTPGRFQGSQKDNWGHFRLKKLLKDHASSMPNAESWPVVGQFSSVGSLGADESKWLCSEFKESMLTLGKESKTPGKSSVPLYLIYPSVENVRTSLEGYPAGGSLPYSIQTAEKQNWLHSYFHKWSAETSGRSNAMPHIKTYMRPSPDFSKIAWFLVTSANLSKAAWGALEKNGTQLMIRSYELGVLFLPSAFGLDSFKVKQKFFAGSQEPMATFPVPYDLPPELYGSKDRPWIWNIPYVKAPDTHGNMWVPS
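Steps: enzyme plus compound, 15 min RT; add biotin/phosphotyrosine-FITC oligonucleotide (15 nM final), react 5 min; add donor/acceptor beads (10 ug/ml final), 10 min; read AlphaScreen. Tdp1 at 1 nM final.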
An asterisk follows results filed as active; ? = inconclusive; . = no result given; & = joins results of further samples; [ ] = remark or other dose. The call rests on the fitted dose curve; in most records, active means well fitted curve in the direction sought with a large enough effect; inconclusive means small, poorly fitted or top-dose-only effect, or another doubt; inactive means no such curve, though single readings can be large; an effect the other way counts as inactive or inconclusive. Unless noted, on the % scale 0 is the no-effect control and ±100 the full control effect; potency means the concentration at half of the fitted maximal effect.

| structure | N370S GC mod | FEN1 inh | TDP1 inh |
| --- | --- | --- | --- |
| COc1cc(C=NNC(=O)c2ccccc2NS(=O)(=O)c2cccs2)cc(OC)c1O | . | -15.2% | 2.8% |
| O=[N+]([O-])c1ccc(Cn2cc(-c3cccc(C(F)(F)F)c3)nn2)cc1 | -4.3% | -5.0%&-23.2% | . |
| O=C(/C(=C/c1ccccc1Cl)c1ccccc1)N1CCOCC1 | 6.4% | -6.4% | -1.2% |
| COc1cccc(OCc2cc(C(=O)N3CCN(C4CCCC4)CC3)no2)c1 | -23.1% | -3.8% | 2.4% |
| CN(C)S(=O)(=O)c1cccc(NC(=O)CSc2nnnn2-c2ccccc2)c1 | 24.0% | 2.3% | 1.2% |
| C(=Nc1ccc(N2CCOCC2)cc1)c1c[nH]c2ccccc12 | -18.3% | -1.9% | . |
| CSc1ncccc1C(=O)Nc1ccc2nc(C)sc2c1 | 10.0% | -13.6% | . |
| Cc1c(NC(=O)C(C)OC(=O)c2cccnc2Cl)c(=O)n(-c2ccccc2)n1C (configuration not stated) | . | 0.1% | 0.2% |
| O=C(NCCCN1CCCCC1)C1CCC(=O)N1CCc1ccccc1 (configuration not stated) | -6.0% | 5.0% | 7.3% |
| O=C(Nc1nccs1)C(c1ccccc1)N1CCCC1 (configuration not stated) | -3.7% | 5.6% | -1.2% |
| COc1ccccc1CNC(=O)c1ccccc1NS(C)(=O)=O | ? | -4.6% | 7.8% |
| O=C(O)CCCCn1c(SCC(=O)Nc2ccccc2C(F)(F)F)nc2ccsc2c1=O | ? | 4.6%&-0.7% | 0.5%&0.0% |
| C=CCn1c(O)c(N=NC(=O)CNC(=O)c2ccco2)c2ccccc21 | 4.1% | -0.3% | 0.6% |
| O=C1NCCNC1(c1c[nH]c2ccccc12)C(F)(F)F (configuration not stated) | 2.7% | 19.0% | 0.0% |
| CCCC(=O)Nc1ccc(C(=O)Nc2nc(CC(=O)OCC)cs2)cc1 | -9.3% | -4.9% | 3.0% |
| Cn1/c(=N/N=C/c2ccccn2)sc2ccccc21 | 3.4% | -7.8% | 9.8% |
| COc1ccccc1NC(=O)Cn1c(=O)n(Cc2ccco2)c(=O)c2oc3ccccc3c21 | . | -11.0% | -5.1% |
| CN(C)c1ccc(C(=O)N2CCN(C(=O)C3CCCO3)CC2)cc1 (configuration not stated) | . | -5.3% | 0.2% |
| O=C(C1CCCCC1)N1CCC(O)(c2ccc(Cl)cc2)CC1 | -7.8% | -4.0% | . |
| CCCCC(CC)CNC(=O)CN1C(=O)CSc2ccc(S(=O)(=O)N3CCOCC3)cc21 (configuration not stated) | . | -2.1% | 7.8% |

Reformatted as labelled records: three of the compounds above
O=C1NCCNC1(c1c[nH]c2ccccc12)C(F)(F)F (configuration not stated)
  N370S GC mod: 2.7%; FEN1 inh: 19.0%; TDP1 inh: 0.0%

COc1cccc(OCc2cc(C(=O)N3CCN(C4CCCC4)CC3)no2)c1
  N370S GC mod: -23.1%; FEN1 inh: -3.8%; TDP1 inh: 2.4%

C(=Nc1ccc(N2CCOCC2)cc1)c1c[nH]c2ccccc12
  N370S GC mod: -18.3%; FEN1 inh: -1.9%; TDP1 inh: .

Next records follow:
| structure | N370S GC mod | FEN1 inh | TDP1 inh |
| --- | --- | --- | --- |
| Cc1ccc2oc(C(=O)NCC(c3ccco3)N(C)C)c(C)c2c1 (configuration not stated) | -9.1% | -10.1% | 11.6% |
| Cc1ccnc2c1ccc1cccnc12 | 0.6% | ? | -3.9% |
| CCCCCCCCCCCCCCC1CO1 (configuration not stated) | -0.2% | . | 9.3% |
| CCN(CC)C(=O)[C@H]1C[C@H](CC(=O)NCCc2ccccn2)C(=O)N2CCc3c([nH]c4cc(CCC(=O)N(C)C)ccc34)[C@]12C | . | 6.0% | 0.1%[56.1 µM] |
| COC(=O)c1sc(S(=O)(=O)NCc2ccccc2)c(C(=O)OC)c1C | 3.1% | -13.7% | -1.0% |
| CCNC(=O)/C(=C\c1ccccc1)NC(=O)/C=C/c1ccccc1 | 4.2% | 6.4% | 0.0% |
| COC(=O)c1ccc(CSc2nnc3c(Cl)cc(Cl)cn23)o1 | ? | 3.0% | 3.2% |
| CNC(=O)c1cccc2cccc(Sc3ccccc3C(=O)O)c12 | -20.4% | -0.8% | 5.7% |
| COC(=O)c1ccc(N/C=C/C(=O)c2ccccc2)cc1 | -1.4% | 9.9% | . |
| COc1cccc(C2=NCCc3cc4c(cc32)OCO4)c1OC | -5.5% | 0.1% | 2.5% |
| CC(C1CC1)N(Cc1ccccc1)C(=S)Nc1ccccc1 (configuration not stated) | -1.5% | -19.6% | 0.0% |
| CCN1CCN(c2ccc(S(=O)(=O)N3CCCCC3)cc2NC(=O)c2ccc([N+](=O)[O-])o2)CC1 | -17.6% | -15.2% | . |
| CCOC(=O)c1cc(C)n(CC2CCC(C(=O)Nc3cccc(C(C)=O)c3)CC2)c1C (configuration not stated) | . | -10.9% | 2.8% |
| COC(=O)c1ccc(CSc2nc3ccccc3c(=O)n2N)cc1 | 0.9% | -12.5% | . |
| O=C(NC1CCCCCCC1)c1cc(-c2ccccn2)nc2ccccc12 | 6.0% | 5.1% | -1.3% |
| CC(=O)Nc1cccc(NC(=O)CCNC(=O)c2ccccc2)c1 | 0.0% | 2.3% | . |
| CC1CCN(S(=O)(=O)c2ccc3c(c2)N(CC(=O)NCCCN2CCCC(C)C2)C(=O)CO3)CC1 (configuration not stated) | -3.9% | 28.9% | -0.6% |
| Cc1cc(N2CCN(c3ccc(C(F)(F)F)cc3[N+](=O)[O-])CC2)c2ccccc2n1 | ? | 1.1% | 9.2% |
| Cc1nnsc1C(=O)Nc1ccc(S(=O)(=O)N2CCCC(C)C2)cc1 (configuration not stated) | -5.7% | 6.5% | 1.8% |
| COc1ccc(C2CC(C(F)(F)F)n3nc(C(=O)NCc4c(C)nn(C)c4C)c(Cl)c3N2)cc1 (configuration not stated) | -12.3% | -0.2% | 2.4% |
| CC(NC(=O)Cc1ccc(NC(=O)N2CCSc3ncccc32)cc1)c1ccccc1 (configuration not stated) | . | -2.7% | 5.6% |
| O=C(CSCc1ccccc1)NCCc1ccc(F)cc1 | -2.0% | -5.2% | . |
| O=C(/C=C/c1ccc([N+](=O)[O-])cc1)c1cccnc1 | 13.3% | -7.0% | 6.9% |
| Cc1ccc(S(=O)(=O)NC(CC(=O)n2nc(C)cc2C)c2ccccc2)cc1 (configuration not stated) | 6.1% | -17.0% | -2.5% |
| Cc1ccc2c(c1)N(C(=O)CCC(=O)Nc1ccc(F)cc1F)CC(C)O2 (configuration not stated) | . | -15.1% | 2.9% |
| Cc1cc(C(=O)N/N=C/c2ccc(C)o2)c2ccccc2n1 | 12.0% | -3.0% | -3.1% |
| CN1C(=O)N(C)C2CC1N(C)C(=O)N2C | 3.5% | 1.5% | 0.0% |
| O=C(CCS(=O)(=O)c1cc2c(cc1Cl)NC(=O)CO2)NCc1ccc(F)cc1 | -6.9% | 7.0% | . |
| O=C(CSCc1ccccc1)N=Nc1c(O)[nH]c2ccccc12 | 1.1% | -6.8% | 5.7% |
| CCCc1c(C(=O)Nc2ccc(F)cc2C)cnn1-c1ccccc1 | 1.7% | 0.2% | -2.4% |
| Cc1ccc(NS(=O)(=O)c2cnc(N)nc2)c(C)c1 | . | 4.9% | 6.6% |
| CCOC(=O)c1c(C)nc2c(c1C)c(=O)oc1ccccc12 | 12.4% | 8.6% | -0.2% |
| O=C(CN1CCS(=O)(=O)CC1)N/N=C/c1cccc(C(F)(F)F)c1 | -15.0% | 21.7% | 2.2% |
| CCCC/C(O)=C1\C(=O)CCCC1=NCCc1c(C)[nH]c2ccc(OC)cc12 | 9.4% | -19.1% | 3.9% |
| CCCCNC(=S)N1CCN(c2ccccc2Cl)CC1 | 3.0% | -4.8% | 10.0% |
| Cc1nnc(NCCO)c2ccccc12 | -2.4% | 1.7% | -3.5% |
| COc1ccc(NC(=O)CSc2nnc(CC(=O)Nc3ccc(F)cc3)n2C)cc1 | -6.6% | -0.2% | 3.1%[0.0935 µM] |
| CC(C)(C)NC(=O)CSc1nnc(-c2ccncc2)o1 | -2.9% | -4.6% | 0.0% |
| COc1ccc(Nc2ccc([N+](=O)[O-])cn2)cn1 | -3.4% | -1.2% | . |
| N=c1c(S(=O)(=O)c2ccc(Cl)cc2)cc2c(=O)n3ccccc3nc2n1CCN1CCOCC1 | 19.5% | -6.0% | 3.1% |
| Cc1cc(=O)[nH]c2ccc(Cl)cc12 | -13.4% | -3.4% | 5.1% |
| CCOc1ccc2nc(N3CCCC(C(=O)NCCCN4C(C)CCCC4C)C3)sc2c1 (configuration not stated) | -13.4% | -2.6% | 2.3% |
| NC(=S)N/N=C/c1coc2ccc(O)cc2c1=O | 4.3% | 13.7% | -2.4% |
| CC(C)Oc1ccc(S(=O)(=O)N2CCCCC2)cc1NC(=O)C1CSC2(C)CCC(=O)N12 (configuration not stated) | -1.6% | 0.7% | . |
| Cc1ccsc1/C=N/n1c(=S)[nH]nc(C)c1=O | 0.7% | 4.7% | 0.0% |
| CCN(c1cccc(C)c1)C(CNS(=O)(=O)c1ccccc1)c1ccccc1 (configuration not stated) | . | -26.0% | 7.6% |
| COC(=O)c1cc(S(=O)(=O)N2CCN(c3cc(Cl)ccc3C)CC2)c[nH]1 | . | ? | -2.6% |
| CC(CC(=O)Nc1ccc(Cl)c(S(=O)(=O)N2CCOCC2)c1)c1ccccc1 (configuration not stated) | -8.7% | -0.9% | 0.9% |
| Oc1[nH]c2ccccc2c1/C=N/c1nccs1 | 0.0% | -18.5% | 2.0% |
| Cc1ccc(S(=O)(=O)N2CCCCC2)cc1NC(=O)c1ccc2c(c1)OCO2 | 5.8% | -14.4% | 0.0% |
| Cc1nn2c3c(cnc2c1-c1ccccc1)C(=O)CCC3 | -7.4% | -4.2% | 2.0% |
| C/C(=N/NC(=O)CNS(=O)(=O)c1ccccc1)c1ccc(Br)cc1 | -3.4% | 1.8% | . |
| Cn1nnnc1SCc1ccccc1[N+](=O)[O-] | 13.6% | -4.5% | 5.0% |
| OCC[C@@H]1C[C@@H](O)[C@H](O)[C@@]2(CCCc3ccccc3O2)O1 | -0.6% | -0.6% | . |
| COC(=O)c1ccc(NC(=O)CNC(=O)C2CCCCC2)c(C)c1 | -3.7% | -2.7% | 0.0% |
| COc1cccc(C(C(=O)NCC2CCCO2)N(C(=O)Cn2nnc3ccccc32)c2ccc(NC(C)=O)cc2)c1 (configuration not stated) | 1.6% | 14.6% | 0.2%[0.0935 µM] |
| COc1cc2c(cc1OC)CN(C(=O)c1cccc(S(=O)(=O)N(C)C)c1)CC2 | -22.2% | -19.0% | . |
| COCCN1CC(C(=O)NCCc2nc(C)c(C)s2)CCC1=O (configuration not stated) | -0.2% | -5.8% | 4.1% |
| Cn1cccc1C(=O)NC(=O)COC(=O)CNC(=O)CNC(=O)c1ccc(Cl)cc1Cl | 3.7% | 13.3% | -3.4% |
| CCC(=O)N1CCc2cc(S(=O)(=O)NC(C(=O)NCc3ccccc3)C(C)C)ccc21 (configuration not stated) | -16.9% | 0.0% | -7.3% |

More records:
| structure | N370S GC mod | FEN1 inh | TDP1 inh |
| --- | --- | --- | --- |
| CN(Cc1ccc(Cl)cc1)C(=O)c1ccccc1SCC(=O)N1CCCC1 | 2.1% | -4.3% | -11.5% |
| CCc1ccccc1NC(=O)c1ccc(F)c(S(=O)(=O)N2CCN(c3cccc(Cl)c3)CC2)c1 | . | -10.0% | 2.6% |
| COc1ccc(CNC(=O)CN(CC2CCCO2)C(=O)CNS(=O)(=O)c2ccc(C)cc2)cc1 (configuration not stated) | -3.1% | 2.0% | 2.1% |
| O=C(COC(=O)Cc1ccccc1F)NCCNC(=O)COC(=O)Cc1ccccc1F | -15.4% | -1.4% | . |
| CC(=O)OCCSc1c(-c2ccccc2)c2cc(Cl)ccc2[nH]c1=O | 3.0% | -11.3% | 2.7% |
| CCOc1ccc(CCNc2nc3c(c(=O)n(C)c(=O)n3C)n2CC)cc1OCC | -16.9% | 4.8% | 0.0% |
| CCN(C(=O)c1cc(S(=O)(=O)N2CCCC2)ccc1C)C1CCS(=O)(=O)C1 (configuration not stated) | . | -3.8% | -4.9% |
| COc1ccc(OC)c(CCNC(=O)CS(=O)(=O)Cc2nc(-c3cccc(Cl)c3)oc2C)c1 | . | -13.4% | 6.4% |
| CCCCC/C=C\C/C=C\C/C=C\C=C\C1CCCC(=O)O1 (configuration not stated) | -8.6% | . | 6.9% |
| O=C(Nc1ccc(F)cc1)c1ccc2c(=O)n3c(nc2c1)CCCCC3 | 10.1% | -14.2%&-2.8% | 2.8% |
| CC(C)(C)C1CCc2c(sc3nc(-c4cc5cc(Cl)ccc5oc4=O)[nH]c(=O)c23)C1 (configuration not stated) | . | 3.2% | -1.3% |
| O=C1CC(C(=O)N2CCN(c3ccccc3O)CC2)CN1Cc1ccccc1 (configuration not stated) | -4.4% | -5.0% | 0.9% |
| COc1ccc(Nc2nc(N)c(C(=O)c3ccc(OC)cc3)s2)cc1 | -9.0% | ? | . |
| CC(CC(=O)Nc1cccnc1)c1ccccc1 (configuration not stated) | -12.1% | -0.7% | 0.6% |
